# Compound activity (PubChem BioAssay)
# NALP1 yeast inh = inhibitors of NALP1 inflammasome in yeast | S. cerevisiae NALP1/ASC/caspase-1 growth, X-gal OD620, 72 h | inhibition, % at 10 µM | 280,000 tested, 0.61% active; in the data active = inhibition mostly above about 24%, no sharp cut-off; inactive = mostly below about 32%; also: some compounds called inactive have numbers as strong as hits
# MEKK3 PB1 HTS = raises or lowers MEK5 binding to the human MEKK3 PB1 domain; bead-based flow cytometry, Alexa488-MEK5 binding to MEKK3; actives lie on both sides; 0 = blocked by unlabeled MEK5, 100 = vehicle; binding response (% of control), % at 10 µM; 290,000 tested, 1.4% active; AID 1529;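 active = binding response more than 3 SD above or below the average of its plate-row segment, actives on both sides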;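 also: Alexa488 bead fluorescence after subtracting the streptavidin-only scavenger bead signal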
# FID counter = displaces DNA intercalator in HCV helicase counter-screen; 290,000 tested, 0.17% active; inhibition, % at 7.9 µM; DNA fluorescent intercalator displacement, fluorescence; in the data active = inhibition above about 37%;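 also: 0% = vehicle and 100% = reference compound; higher means more ethidium bromide displaced from hairpin DNA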
# GPR7 antag = antagonists of human GPR7 (neuropeptides B/W receptor 1); GPR7-expressing cells, fluorescence antagonist assay; 290,000 tested, 1.1% active; inhibition, % at 4.4 µM; P48145; in the data active = inhibition above about 16%, passing the limit was not always enough;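 also: cells stimulated with the agonist NPW; 0% = agonist with vehicle and 100% = vehicle without agonist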
# Target sequence (P48145 whole entry, looked up): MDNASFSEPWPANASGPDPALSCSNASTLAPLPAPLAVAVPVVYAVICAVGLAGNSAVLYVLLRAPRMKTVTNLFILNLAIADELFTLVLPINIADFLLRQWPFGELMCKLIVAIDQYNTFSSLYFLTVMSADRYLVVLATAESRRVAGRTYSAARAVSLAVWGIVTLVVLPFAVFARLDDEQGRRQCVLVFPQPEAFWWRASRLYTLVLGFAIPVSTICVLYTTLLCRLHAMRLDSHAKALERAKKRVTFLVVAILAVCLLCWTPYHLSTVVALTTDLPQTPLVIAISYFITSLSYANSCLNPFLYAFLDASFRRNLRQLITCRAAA
# PHOSPHO1 block = blocks human PHOSPHO1 phosphatase activity; Q8TCT1; recombinant PHOSPHO1, absorbance phosphatase assay; inhibition, % at 13.3 µM; 290,000 tested, 1.1% active; AID 1565; in the data active = inhibition above about 60%
# Target sequence (Q8TCT1 whole entry, looked up): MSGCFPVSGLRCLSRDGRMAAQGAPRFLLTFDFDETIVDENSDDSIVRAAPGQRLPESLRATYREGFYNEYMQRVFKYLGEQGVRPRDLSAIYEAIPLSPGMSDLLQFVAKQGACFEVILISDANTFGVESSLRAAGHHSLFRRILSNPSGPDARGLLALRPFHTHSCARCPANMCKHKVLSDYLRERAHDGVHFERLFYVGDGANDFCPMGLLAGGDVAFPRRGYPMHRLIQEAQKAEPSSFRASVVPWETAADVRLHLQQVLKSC
# MEKK2wt PB1 HTS = raises or lowers MEK5 binding to wildtype human MEKK2 PB1 domain | Q9Y2U5 | bead flow cytometry, Alexa488-MEK5 binding to MEKK2 WT; actives lie on both sides | binding response (% of control), % at 10 µM | 290,000 tested, 1.1% active | AID 1531; in the data active = binding response below about 67% or above about 130%
# OXTR ag = human OXTR agonism; 320,000 tested, 0.32% active; AID 2435; CHO-OTR cells, Fluo-8 calcium fluorescence; normalized: DMSO 0%, oxytocin 100%; activation, % at 3 µM; P30559;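 active = activation above the mean of all tested compounds plus 3 SD, cutoff set per screening run, cut at about 20% in these data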;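 also: peak over basal fluorescence ratio from a 100 s FLIPR kinetic read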
# Target sequence (P30559 whole entry, looked up): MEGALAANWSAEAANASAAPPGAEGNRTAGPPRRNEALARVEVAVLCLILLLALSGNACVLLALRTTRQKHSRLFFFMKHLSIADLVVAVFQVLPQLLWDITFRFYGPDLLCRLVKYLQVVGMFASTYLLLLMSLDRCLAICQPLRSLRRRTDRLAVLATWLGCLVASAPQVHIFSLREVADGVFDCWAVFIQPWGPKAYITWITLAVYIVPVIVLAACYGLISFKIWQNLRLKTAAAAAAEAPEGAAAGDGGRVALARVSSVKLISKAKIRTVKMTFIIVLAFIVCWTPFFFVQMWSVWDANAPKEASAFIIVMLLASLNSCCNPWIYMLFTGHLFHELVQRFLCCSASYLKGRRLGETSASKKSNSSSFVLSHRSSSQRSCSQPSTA
# PfM18AAP inh = PfM18AAP enzyme inhibition; recombinant PfM18AAP, H-Glu-NHMec fluorogenic cleavage; inhibition, % at 7.35 µM; 290,000 tested, 1.2% active; AID 1822;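 active = inhibition above the campaign mean inhibition over all tested compounds plus 3 SD, cut at about 28% in these data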;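 also: 0% = plate median of test compound wells and 100% = 2 mM ZnCl2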
# MEKK2mut PB1 HTS = signal of MEK5 binding to mutant human MEKK2 PB1 domain; AID 1530; bead flow cytometry, Alexa488-MEK5 binding to MEKK2 mutant; 290,000 tested, 0.35% active; percent response, % at 10 µM; in the data active = percent response above about 24%, passing the limit was not always enough; also: inactives centre near 1; some results filed as inactive read as strong as hits; reference of the scale not given here
# Active calls of the source: *; nt = not tested or not shown. Hits appear at their usual frequency; any-hit rate near 6.2%.
canonical_smiles	PHOSPHO1 block	PfM18AAP inh	NALP1 yeast inh	OXTR ag	MEKK3 PB1 HTS	GPR7 antag	MEKK2wt PB1 HTS	MEKK2mut PB1 HTS	FID counter
Cc1ccc(/C=N/Nc2nc3ccccc3[nH]2)s1	2	1	34	-1.8	107	-9	117	30	2
CCOc1ccc(CN(C)C(=O)CNC(=O)c2cc(OC)c(OC)c(OC)c2)cc1	24	-8	21	-1.2	105	-1	110	3	-31
COc1ccccc1N1CCN(C(=O)c2cc3c(s2)-c2ccccc2OC3)CC1	25	5	2	-1.4	104	-7	97	4	-43
N#C/C(=N/Nc1ccc([N+](=O)[O-])cc1)C(=N)N1CCCCC1	4	9	-6	nt	97	4	90	-7	11
O=C(O)c1ccc(COc2ccc(CO)cc2Cl)cc1	1	4	18	0.2	105	-15	104	4	0
COc1ccc(OC)c(N(CC(=O)NCCSCc2ccco2)S(=O)(=O)c2ccc(OC)c(OC)c2)c1	18	1	13	-0.4	97	5	104	2	-54
NC(=O)CCc1c[nH]c2ccccc12	-3	4	-15	2.3	97	-3	98	0	2
COc1ccccc1N(O)C1CC(=O)N(c2ccc(F)cc2)C1=O (stereo not given)	-14	1	38	0.7	99	1	89	-1	-13
CN1CCN(S(=O)(=O)c2cc([N+](=O)[O-])ccc2N/N=C/c2ccc(Cl)cc2)CC1	-32	-2	18	-0.3	110	-6	104	0	-3
Cc1ccc(C(=O)Nc2nnc(S(=O)(=O)N3CCC(C)CC3)s2)cc1	26	-4	18	0.0	102	3	101	2	-9
COc1ccc(S(=O)(=O)N2CCCC(C(=O)NCCC3=CCCCC3)C2)cc1 (stereo not given)	6	-5	nt	-0.6	101	-2	100	0	-10
COc1ccccc1OCC(=O)NNC(=O)c1cnccn1	13	-5	-7	-0.2	nt	1	nt	nt	1
COc1ccc(NC(=O)N2CCC(c3nc(-c4cccs4)no3)CC2)cc1	4	-11	38	0.6	nt	-3	nt	nt	-20
CCOc1ccccc1N1CCN(C(=O)C(Sc2ccccc2)c2ccccc2)CC1 (stereo not given)	-9	-2	15	-1.7	106	-8	105	14	-35
COC(=O)C1(C(F)(F)F)C2C=CC(C2)N1S(=O)(=O)c1ccc(C)cc1 (stereo not given)	46	3	-1	-1.5	104	2	102	0	-17

# An excerpt from above in order of molecular weight, highest first.
canonical_smiles	PHOSPHO1 block	PfM18AAP inh	NALP1 yeast inh	OXTR ag	MEKK3 PB1 HTS	GPR7 antag	MEKK2wt PB1 HTS	MEKK2mut PB1 HTS	FID counter
COc1ccc(OC)c(N(CC(=O)NCCSCc2ccco2)S(=O)(=O)c2ccc(OC)c(OC)c2)c1	18	1	13	-0.4	97	5	104	2	-54
COc1ccc(NC(=O)N2CCC(c3nc(-c4cccs4)no3)CC2)cc1	4	-11	38	0.6	nt	-3	nt	nt	-20
O=C(O)c1ccc(COc2ccc(CO)cc2Cl)cc1	1	4	18	0.2	105	-15	104	4	0

# Later entries
canonical_smiles	PHOSPHO1 block	PfM18AAP inh	NALP1 yeast inh	OXTR ag	MEKK3 PB1 HTS	GPR7 antag	MEKK2wt PB1 HTS	MEKK2mut PB1 HTS	FID counter
Cc1ccccc1OCCCC(=O)NCc1ccco1	30	0	-5	-1.2	92	9	103	4	-1
Cn1c(/C=N/NC(=O)c2ccccc2Br)nc2ccccc21	9	-4	-28	2.9	111	-11	112	7	-20
O=C(Nc1ccccc1C(F)(F)F)c1cc(-c2ccco2)on1	32	-1	21	-1.1	104	-11	102	1	0
CN(C)CCCNC(=O)c1ccc(CN(c2ccccc2)S(C)(=O)=O)cc1	29	-3	-2	-0.2	105	-3	105	5	5
COc1ccc(-c2nc(N)n[nH]2)cc1	-47	-1	13	0.9	105	0	105	13	-4
CC1CCCC(C)N1CCCNC(=O)C(=O)Nc1ccc2nc3n(c(=O)c2c1)CCCCC3 (stereo not given)	54	5	16	0.5	101	-5	108	2	10
COc1ccc(NC(=O)C(=O)NNC(=O)c2cccs2)cc1	11	9	27	1.7	103	-6	123	12	3
Cc1cc(C)c(C(N)=O)c(Nc2cccc(Cl)c2C)n1	-42	1	25	0.8	97	-12	97	1	-4
COc1ccc(C2=NOC(C(=O)Nc3ccc(C(C)=O)cc3)C2)cc1OC (stereo not given)	32	-2	8	2.8	80	-5	86	-13	-6
CC1C(=O)N2CCCc3cc(NS(C)(=O)=O)cc1c32 (stereo not given)	50	5	7	-0.1	101	3	96	0	-1
COc1ccc(-c2n[nH]c(=S)n2C2CCCCC2)cc1	100*	-8	-7	-0.6	97	-14	99	0	-19
Cc1ccc(/C=N/c2sc3c(c2C#N)CCC3)o1	12	26	19	-2.0	107	-5	104	9	-2
COC(=O)c1cc(OC)c(OC)cc1N=CC1=C(O)CC(C)(C)CC1=O	-4	-5	-37	-0.4	100	-4	98	-3	-11
CCCS(=O)(=O)n1nc(-c2ccc(Br)cc2)cc1N	-12	0	20	-1.4	98	-2	102	-2	4
COc1ccc(/C=N/Nc2nc(N3CCCC3)nc(N3CCCC3)n2)cc1	5	12	18	-2.1	102	10	98	-2	-18

# (continued)
canonical_smiles	PHOSPHO1 block	PfM18AAP inh	NALP1 yeast inh	OXTR ag	MEKK3 PB1 HTS	GPR7 antag	MEKK2wt PB1 HTS	MEKK2mut PB1 HTS	FID counter
CCCCC1=CC2=CC(=O)C(C)(OC(=O)C3CCCC3)C(=O)C2=CO1 (stereo not given)	-53	nt	-6	0.0	100	nt	97	-1	nt
COc1ccccc1CC(NC(C)=O)C(=O)NC1CCN(C(=O)NCc2ccccc2)CC1 (stereo not given)	22	2	7	nt	94	-9	93	-4	-15
CCOc1ccc(CCNS(=O)(=O)c2c(C)n[nH]c2C)cc1OCC	-1	8	14	0.2	104	-16	101	1	-4
Cc1cccc(N2CCN(C(=O)CCS(=O)(=O)c3ccc4c(c3)oc(=O)n4C)CC2)c1C	38	1	14	2.9	87	5	92	-14	-47
Cc1cc(=O)oc2c3c(cc(OCC(=O)NCCC(=O)O)c12)OC(C)(C)CC3	36	-1	17	nt	111	-3	110	15	-29
CCOC(=O)N1CCC(N2CCN(c3ccccc3)CC2)CC1	36	-8	3	0.9	105	-9	112	8	3
CC1CCCC(C)N1C(=O)c1ccccc1Nc1ccc(SC(F)F)cc1 (stereo not given)	37	7	6	-2.2	103	-7	101	-3	-5
CNCCOc1ccccc1-c1ccccc1	13	15	-4	0.2	94	-8	97	-2	8
CCOC(=O)N1CCC(N2C(=O)c3ccccc3C2Nc2cc(C)cc(C)c2)CC1 (stereo not given)	28	0	32	0.1	128*	-6	115	31	-45
Cc1ccc(NC(=S)N/C(=N/S(=O)(=O)c2ccccc2)c2ccccc2)cc1	26	-23	7	3.5	100	-8	103	5	-15
COc1cccc(C(=O)Nc2cccc(-c3ccccc3)c2)c1	10	5	2	-1.4	103	-12	103	1	-9
N#CCSc1nc2c(cc1C#N)CCCCCC2	6	-2	7	-2.6	93	-19	95	0	3
COCCN(Cc1cc2cc3c(cc2[nH]c1=O)OCO3)C(=O)c1cccs1	23	5	-13	nt	99	6	103	7	-1
N#C/C(=C/c1ccc(Sc2nc3ccccc3[nH]2)o1)c1cccc(F)c1	53	-6	1	7.1	101	-7	99	5	-11
Cc1ccc(C)c(NC2=NCC(=O)N2c2ccc3c(c2)OCCO3)c1	19	4	-15	0.1	101	-6	104	1	-2

# Other records
canonical_smiles	PHOSPHO1 block	PfM18AAP inh	NALP1 yeast inh	OXTR ag	MEKK3 PB1 HTS	GPR7 antag	MEKK2wt PB1 HTS	MEKK2mut PB1 HTS	FID counter
Cc1ccc(CCN2CCN=C2N(C)C)cc1	-13	5	3	-0.5	102	-3	105	5	-3
Oc1ccccc1-c1nc2c3ccccc3c3ccccc3c2[nH]1	8	0	9	0.4	107	10	-12*	27	18
CC1CCN(S(=O)(=O)c2ccc(NC(=O)C3CC(=O)N(c4ccccc4)C3)cc2)CC1 (stereo not given)	14	-4	8	1.8	98	14	96	-5	-25
CCn1cc(C(=O)NCc2cccc(C(F)(F)F)c2)c(=O)c2ccc(C)nc21	34	0	25	0.0	102	-4	107	1	-25
O=C(CNC(=O)c1ccccc1Br)N/N=C\c1cc([N+](=O)[O-])cc(Br)c1O	6	6	-6	3.2	102	0	105	-1	-17
O=C(NCc1ccc2c(c1)OCO2)c1cc2c(s1)CS(=O)(=O)C2	19	-16	12	0.3	109	5	108	7	-3
OC12CCCCC1C(c1ccc3c(c1)OCO3)N(Cc1ccccc1F)CC2 (stereo not given)	1	1	-9	-2.2	nt	-11	nt	nt	-5
Cc1ccc(C(=O)N/C(=C\c2cccs2)c2nc3ccccc3[nH]2)cc1	-6	-11	17	-1.5	113	-8	102	0	1
COc1ccc(/C=C/C(=O)OC2CCCCC2CN(C)C)cc1 (stereo not given)	44	4	nt	5.0	101	-1	107	4	20
CC(C)C(NC(=O)c1ccc(C(C)(C)C)cc1)C(=O)Nc1cccc(S(N)(=O)=O)c1 (stereo not given)	11	-4	-61	1.2	100	-19	98	-3	-25
O=C(CCCn1cnc([N+](=O)[O-])n1)Nc1ccc(Cl)c(Cl)c1	47	0	6	10	90	22	91	-9	13
Cc1ccc(C(C(=O)NCCc2ccccc2)N(C(=O)c2csnn2)C2CC2)cc1 (stereo not given)	5	13	2	-0.4	88	22	94	-8	-39
CC1CCCC(NC(=O)c2nn(C)c3c2CS(=O)(=O)c2ccccc2-3)C1C (stereo not given)	18	0	31	3.2	103	9	100	-2	-23
O=C(NNc1c2ccccc2nc2ccccc12)c1ccc(O)cc1	-14	20	15	-1.1	112	-5	113	6	3
Cc1cc2cc3c(cc2nc1SCC(=O)O)CCC3	20	6	33	0.6	99	5	99	-2	-12

# (next part)
canonical_smiles	PHOSPHO1 block	PfM18AAP inh	NALP1 yeast inh	OXTR ag	MEKK3 PB1 HTS	GPR7 antag	MEKK2wt PB1 HTS	MEKK2mut PB1 HTS	FID counter
C/C=C/C(=O)N1CC2(CC(c3cccc(NC(=O)CC)c3)=NO2)C[C@H]1C(N)=O (stereo not given in full)	18	nt	-12	-0.7	92	nt	91	-11	nt
Cc1ccc(C(=O)N2CCCC(N(C)Cc3ccccc3)C2)s1 (stereo not given)	36	2	15	nt	102	-7	103	-1	-3
Cc1c(C(=O)Nc2cccc(S(=O)(=O)N3CCCC3)c2)oc2ccccc12	33	1	nt	-1.1	92	-12	82	-26	-11
CC(C)C(C)(C#N)NC(=O)CSc1nc2scc(-c3ccccc3)c2c(=O)[nH]1 (stereo not given)	-2	0	36	1.8	82	-4	84	-5	-32
Cc1ccc(C)n1CCN1CCN(C(=O)CC#N)CC1	-90	0	8	0.3	87	0	98	-7	-4
CC(=O)NCc1ccc(-c2csc(N)n2)s1	60	37*	12	0.7	99	-7	98	-1	1
CCOC(=O)c1sc(NC(=O)CSc2nc3ccccc3s2)c(C(=O)OCC)c1C	-14	-6	22	-0.4	97	-6	98	-3	4
COc1ccc(OC)c(C(=O)CSc2nnnn2C)c1	30	7	14	0.6	105	-8	97	2	0
COc1ccc(CCNc2ncnc3sc(C)cc23)cc1OC	-26	-8	14	nt	99	13	106	4	-16
COc1cccc(C2CC(c3ccccc3)n3ncnc3N2)c1 (stereo not given)	6	0	-3	0.7	99	1	102	0	-21
CN1CCN(C(=O)c2ccccc2NC(=O)c2ccc(C(C)(C)C)cc2)CC1	-16	-5	4	-0.2	102	-8	104	-1	7
C/C(CCc1oc2ccccc2c1-c1ccc(C)o1)=N/O	12	-41	25	-2.0	101	1	98	-4	-14
COc1cccc(/C=N\NC(=O)C2=NNC(=O)C2C)c1O (stereo not given)	3	7	22	0.6	128*	-7	103	0	2
COc1cccc(NC(=O)CSc2nc3ccccc3c(=O)n2CCCC(=O)N2CCCC2)c1	18	5	1	-2.2	91	-5	92	-8	-41
CCc1cc(=O)oc2c3c(cc(OCC(=O)NCCCn4ccnc4)c12)OC(C)(C)CC3	29	4	11	-1.0	102	-1	103	3	8
Cc1ccc(Nc2c(-c3ccccn3)nc3ccc(C)cn23)cc1	-5	1	-36	-2.5	106	1	115	11	0
Brc1ccc2oc(-c3ccn[nH]3)cc2c1	-14	-7	24	0.6	102	-6	94	-1	1
